# SSB-PriA inh: inhibitors of Klebsiella pneumoniae PriA binding to SSB C-terminal tail | actives 0.6% (n = 430,000) | inhibition, % at 33 µM | AlphaScreen SSBct-PriA binding, biotinylated peptide | AID 1272365; in the data active means inhibition mostly above about 37%, no sharp cut-off; inactive means mostly below about 20%;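 further: plate controls were negative control peptide for no effect and reference peptide for full effect; strong numbers were not always called active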
# * hit, by the source's call; & = joins results of further samples.
SMILES,SSB-PriA inh
Cn1cccc1C(=O)N1CCc2nc3ccc(Cl)cn3c(=O)c2C1,-17.0
COc1cccc(-c2nc(SCCN3CCCCC3)c3c(=O)n(C)c(=O)n(C)c3n2)c1,-6.0
O=C(Cn1cnc2ccccc2c1=O)NCc1cccnc1-c1cccs1,-1.0
CS(=O)(=O)N1CCC(C(=O)NCC2(O)CCCC2)CC1,-22.0
COc1cccc2sc(OC3CN(C(=O)CCc4c(C)noc4C)C3)nc12,-11.0
Cc1cccc(NC(=O)NCC(c2ccc(F)cc2)N2CCOCC2)c1 (configuration not stated),-3.0&-1.0
O=C(Nc1cccc(F)c1)c1cn(CC2CCCO2)cc2c(=O)n(-c3ccccc3)nc1-2 (configuration not stated),-1.0
NC(=O)Cc1ccc(NC(=O)Cc2cccs2)cc1,-10.0
CCOC(=O)c1ccc(-c2coc3cc(O)c(CC)cc3c2=O)o1,-14.0
COC(=O)c1ccccc1NC(=O)/C(C#N)=C/c1ccc(-c2ccc(Cl)cc2)o1,-16.0
N#Cc1ccc(OCC(=O)NN=C2CCc3ccccc32)cc1,-10.8
COc1ccc(SCCCC(=O)NCc2ccccc2)cc1,-11.0
O=C(CC12CC3CC(CC(C3)C1)C2)NN=Cc1ccc[nH]1,1.9
Cc1cc(Cl)ccc1Nc1nc(NCCc2ccccc2)nc2nccnc12,-38.0
CNc1ccc(Br)cc1C(=O)c1ccccc1,19.0
CC(=O)Nc1ccc(CC(=O)N2CC(S(=O)(=O)Cc3ccco3)C2)cc1,5.0
CCCS(=O)(=O)CC(N)=NOC(=O)c1ccc(Cl)cc1,5.4
O=C(Cc1nc2ccccc2[nH]1)N/N=C\c1ccc(Br)cc1,9.0
CC(CC(=O)Nc1cccc(Cl)c1)=NNC(=O)Cc1ccc(Cl)cc1,-10.3
O=C(CC1S/C(=N/N=C\c2c[nH]c3ccccc23)NC1=O)c1ccccc1 (configuration not stated),-7.0
Cc1cc(-n2ccn3c(=O)n(CC(=O)Nc4cccc(F)c4)nc3c2=O)ccc1Br,2.0
Cc1ccc(C=NNC(=O)c2c[nH]c3ccccc23)o1,-10.7
CC(CC(=O)Nc1ccc(N(C)C)cc1)=NNC(=O)c1ccccc1O,51.8
O=C(CCCCCNC(=O)c1ccccc1)NN=Cc1ccco1,-2.3
O=[N+]([O-])C=C1NCCN1Cc1ccc(Cl)nc1,-9.6

# Next section; the last 4 above are carried over.
SMILES,SSB-PriA inh
Cc1ccc(C=NNC(=O)c2c[nH]c3ccccc23)o1,-10.7
CC(CC(=O)Nc1ccc(N(C)C)cc1)=NNC(=O)c1ccccc1O,51.8
O=C(CCCCCNC(=O)c1ccccc1)NN=Cc1ccco1,-2.3
O=[N+]([O-])C=C1NCCN1Cc1ccc(Cl)nc1,-9.6
COc1nn(C)cc1C(=O)NCC1CCN(Cc2cccs2)CC1,-7.0
CCOC(=O)C(=O)Nc1c(C(N)=O)oc2ccccc12,-20.0
COc1ccc(C=NNC(=O)c2cccc(C(=O)NN=Cc3ccc(OC)cc3)n2)cc1,-5.4
O=C(C[C@@H]1C/C=C/CC[C@H](Cc2ccc(F)cc2)C(=O)OC[C@@H]2CCCN2C1=O)NCCO,-5.1
CSc1ccc([C@@H](O)CNC(=O)c2csc(-c3ccccc3)n2)cc1,-7.0
COC(=O)Nc1ccc(S(=O)(=O)N2CCOC(c3ccccc3)C2)cc1 (configuration not stated),-12.0
COc1ccc(N2CCN(CCNC(=O)C(=O)NCCN3CCOCC3)CC2)cc1,-16.0
COCC(C)NC(=O)C(=O)Nc1cccnc1 (configuration not stated),-16.0
CCCOc1ccc(S(=O)(=O)Nc2ccc3c(c2)CC(=O)N3)cc1C,18.0
O=C(Nc1ccc(SCc2cccnc2)nn1)C1CC1,-2.0
Ic1ccc(Cn2c(-c3ccc(I)o3)nc3ccccc32)o1,1.0
CCOC(=O)C1=C(C)N=C(SCC(=O)c2ccc(Cl)cc2)C(C#N)C1CC(C)C (configuration not stated),-20.0
CCc1ccc(C2=NN(C(=O)c3ccccc3)C(c3cccs3)C2)cc1 (configuration not stated),-8.0
COc1cccc(C(=O)NCCCn2nc(-c3cccs3)ccc2=O)c1OC,-1.0
Cc1ccccc1OCC(=O)NN=Cc1cc2ccccc2nc1Cl,-17.8
Cc1nsc(C(=O)NCc2ccccn2)n1,-10.0
COc1cc(C=NNC(N)=S)ccc1OC(=O)c1ccc(C)cc1,13.4
CCn1nc(C)cc1C(=O)N=c1sc2cc(F)ccc2n1C,-6.0
CCOc1ccc(C(=O)Nc2sc3c(c2C(N)=O)CCCC3)cc1,-5.0
O=C1CCc2cc(NS(=O)(=O)CBr)ccc2N1,1.0
COc1ccc(Br)cc1C=NN1CCN(Cc2ccccc2Cl)CC1,5.5
CS(=O)(=O)N1CCCCC1C(=O)Nc1nc2c(Cl)c(Cl)ccc2s1 (configuration not stated),-8.0
COC1CCN(C2CCN(C(=O)Nc3ccc(C)c(C)c3)CC2)CC1,-14.0
O=C(CNC(=O)c1ccccc1)Nc1cnc(N2CCCC2)nc1,-15.0
CCOc1ccccc1NC(=O)Nc1cnc(N2CCOCC2)nc1N(C)C,-10.0

# Carrying on:
SMILES,SSB-PriA inh
COc1ccc(CCNC(=O)Cc2c(C)nc(SC(C)c3ccccc3)[nH]c2=O)cc1 (configuration not stated),-9.0
CC1(C)C2CCC1(CS(=O)(=O)N(Cc1ccoc1)Cc1cccs1)C(=O)C2 (configuration not stated),4.0
CS(=O)(=O)N1CCc2nc(NC(=O)c3csc(-c4ccccc4)n3)sc2C1,12.0
CCOC(=O)NN=C(C)c1ccc(N2C(=O)C3CCCCC3C2=O)cc1 (configuration not stated),-12.4
O=C(Cn1ncn2nc(-c3ccccc3)cc2c1=O)N1CCCC1,4.0
COc1ccccc1NC(=O)CCc1ccc(-c2ccccc2)o1,14.0
COc1ccc2sc(NCc3ccccn3)nc2c1,20.0
Cc1cccc(CS(=O)(=O)N2CCN(CCn3ccnc3-c3ccccc3)CC2)c1,-1.0
Cc1ccc(Cc2nnc(NC(=O)c3cccs3)o2)c(C)c1,2.0
CCCCNC(=O)C1CCC(Cn2c(=O)c3sccc3n(Cc3ccccc3F)c2=O)CC1 (configuration not stated),-2.0
CC1(C)CC(=O)c2c(nc(SCC(=O)c3ccccc3)c(C#N)c2-c2ccccc2)C1,4.0
CCCc1cc(=O)[nH]c2nnc(SCC(=O)OCc3ccccc3)n12,-7.0
C=CCOc1ccc(C(O)=C2C(=O)C(=O)N(CCN(C)C)C2c2cc(Br)c(O)c(OC)c2)cc1 (configuration not stated),0.0
O=C(CSc1cn(Cc2ccc(Br)cc2)c2ccccc12)NCc1ccco1,-6.0
COc1ccc(OC)c(Nc2nc(NCC3CCCO3)nc(N)c2[N+](=O)[O-])c1 (configuration not stated),1.0
CS(=O)(=O)N1CCC(C(=O)N2CCC(Oc3ccc(Cl)cn3)CC2)CC1,5.0
COc1ccc(NS(=O)(=O)c2cccc(C(=O)NN=Cc3c(F)c(F)c(F)c(F)c3F)c2)cc1,-20.9
O=C(O)c1ccc(NS(=O)(=O)c2cccc(Cl)c2)cc1,2.0
CN1CCN(C(CNC(=O)C(=O)NCCC2=CCCCC2)c2ccc(F)cc2)CC1 (configuration not stated),-10.0
O=C(NCc1cccnc1)c1csc(Nc2ccc(OC(F)F)cc2)n1,4.0
O=C(Nc1ccncc1)C1CCN(c2ccc(-c3ccc(F)cc3)nn2)CC1,-5.0
O=C(CN1CCN(c2nccn2-c2ccccc2F)CC1)Nc1cccc(F)c1,9.0
CC(Cc1ccoc1)NS(=O)(=O)c1ccccc1Br (configuration not stated),-7.0
O=C(Nc1ccc2c(c1)CCCN2S(=O)(=O)c1ccccc1)c1ccccc1[N+](=O)[O-],11.0
Cn1nc(C(=O)N2CCC(Cc3ccccc3)CC2)ccc1=O,-14.0

# Reformatted with each value named: part of the list above
Compound: CC1(C)C2CCC1(CS(=O)(=O)N(Cc1ccoc1)Cc1cccs1)C(=O)C2 (configuration not stated)
  SSB-PriA inh = 4.0

Compound: CS(=O)(=O)N1CCc2nc(NC(=O)c3csc(-c4ccccc4)n3)sc2C1
  SSB-PriA inh = 12.0

Compound: CCOC(=O)NN=C(C)c1ccc(N2C(=O)C3CCCCC3C2=O)cc1 (configuration not stated)
  SSB-PriA inh = -12.4

Compound: O=C(Cn1ncn2nc(-c3ccccc3)cc2c1=O)N1CCCC1
  SSB-PriA inh = 4.0

# Other records
SMILES,SSB-PriA inh
COc1ccc(S(=O)(=O)C(CNC(=O)CN2C(=O)c3ccccc3C2=O)c2cccs2)cc1 (configuration not stated),-8.0&-7.0
O=S(=O)(Cc1ccccc1Cl)NCCc1ccc(N2CCCC2)cc1,2.0
CCS(=O)(=O)c1ccc(CC(=O)N(CCn2cccn2)c2nc3c(Cl)cccc3s2)cc1,-7.0&0.0
O=C(Cc1ccc(Cl)cc1)NCc1nccc(N2CCCCC2)n1,6.0
Cc1ccc(C=NN=C2NC(=O)C(CC(=O)Nc3ccccc3)S2)o1 (configuration not stated),-6.9
c1cc(C2CCNCC2)cs1,-3.0
O=C(CCc1ccccc1)N1CCC(Oc2ccc(Cl)cn2)CC1,-3.0
O=C(NCc1cccnc1-c1cccs1)c1ccccn1,-5.0
CCc1ccc[n+](-c2[nH]c(=O)sc2C=NN=C([O-])CCn2c3ccccc3c3ccccc32)c1,21.8
COc1ccc(Cl)cc1NC(=O)Cn1ccn(-c2ccc(F)cc2)c(=O)c1=O,2.0
O=C(CSc1ccc(-n2cccn2)nn1)Nc1ccc(F)cc1F,-6.0
Cc1nc(-c2ccccc2F)sc1CNC(=O)c1cc2ccccc2o1,-12.0
O=C(c1ccc(S(=O)(=O)N2CCOCC2)cc1)N1CCC(COCc2ccc(Cl)cc2)CC1,-8.0
Cc1nc2ccccc2c(=O)n1Cc1cccnc1,11.0
CCN(CC)c1ccc(C=NN2CCOCC2)c(O)c1,12.9
CN1CCN(c2nc3ccc(OC(=O)c4ccc(Cl)s4)cc3s2)CC1,-5.0
COc1ccc(-c2ccc(NS(=O)(=O)c3ccc(Oc4ccccc4)cc3)cc2)nn1,-7.0
O=C(NCc1ccccn1)[C@H]1CCCN(c2ccc(-n3cncn3)nn2)C1,-1.0
O=C(Cc1cccc2ccccc12)NCCn1ncccc1=O,-2.0
O=C(Nc1cnc2ccccc2c1)c1cccc([N+](=O)[O-])c1,2.0
COC(=O)c1scc(-c2ccccc2)c1S(=O)(=O)N1CC(=O)N(CCc2ccccc2)C(=O)C1,1.0
NC(=NOC(=O)c1ccc(=O)n(Cc2ccc(Cl)cc2)c1)c1ccccn1,-1.5
Cc1cc(=O)[nH]c(NN=Cc2ccc(Br)s2)n1,-11.2
NC(=O)c1ccc(NC(=O)CN2CCC(COCc3ccc(F)cc3)CC2)cc1,9.0
COc1cccc(C(C)=NN=C(C)c2cccc(OC)c2)c1,-76.6

# Two consecutive compounds already listed, for reference:
SMILES,SSB-PriA inh
COc1ccc(S(=O)(=O)C(CNC(=O)CN2C(=O)c3ccccc3C2=O)c2cccs2)cc1 (configuration not stated),-8.0&-7.0
O=S(=O)(Cc1ccccc1Cl)NCCc1ccc(N2CCCC2)cc1,2.0

# Further structures.
SMILES,SSB-PriA inh
CCOc1ccccc1-c1noc(-c2cn(-c3ccc(F)cc3)c(=O)c3ccccc23)n1,-6.0
Cc1ccc(-c2nc(C)cc(OCC(=O)Nc3ccc4c(c3)OCO4)n2)cc1,14.0
COC(=O)c1ccc(C=NNC(=S)NC(C)C)cc1,-3.3
COc1ccc(-c2cn3c(C(=O)Nc4ccon4)csc3n2)cc1,-8.0&-5.0
CCOc1ccc2ccccc2c1C(=O)N1CCN=C1SC,-29.0
Cc1ccccc1-c1nc(C)c(CNC(=O)NCCOc2ccccc2)s1,-6.0
COc1ccc(NC(=O)c2ccccc2S(C)(=O)=O)c([N+](=O)[O-])c1,-3.0
O=C(NCC1CCN(C(=O)c2cc3ccccc3o2)CC1)c1cc(-c2ccco2)on1,-17.0
CC(C)(C)C(=O)Cn1c(=O)n(CCCCCC(=O)Nc2ccccc2)c(=O)c2sccc21,-3.0
O=C(NCCc1ccc(N2CCCC2)cc1)c1ccc(F)cc1,2.0
Cc1noc(-c2ccc3[nH]ccc3c2)n1,-25.0
CCOc1nn(CC)cc1C(=O)Nc1ccc(F)c(Cl)c1,-26.0
O=C(NCC[C@H](O)c1ccccc1)C(=O)NCc1ccccc1Cl,-12.0
CNC(=O)CSc1ccccc1C(=O)O,17.0
Cc1cc(C)c(NC(=O)c2cccnc2)c(Cl)c1,-6.0
O=C(Cn1nc(-c2ccco2)c2sc(N3CCCC3)nc2c1=O)Nc1cccc(F)c1,4.0
COC(=O)c1ccc(C(=O)Nc2ccccc2Cc2nc(-c3ccco3)no2)cc1,-21.0
CC(C)CCN1C(=O)CCc2cc(NC(=O)c3cccc(Br)c3)ccc21,-1.0
Cc1noc(C)c1C(=O)N1CCCSCC1CN(C)C (configuration not stated),-14.0
CN1C(=O)C(=O)C(=C(O)c2ccccc2)C1c1ccc(Br)cc1 (configuration not stated),-22.5
COc1ccc(CCC(=O)NCc2n[nH]c(=O)c3ccccc23)cc1,-22.0
CCOc1ccc(-c2cc3c(SCc4cc(C)ccc4C)nccn3n2)cc1,-10.0
Cc1cc(NN=Cc2c(O)ccc3ccccc23)nc(-c2ccccc2O)n1,1.8
Cn1nc(CN(C2CCCC2)S(=O)(=O)c2cccs2)cc1C1CC1,-28.0
CC1CCCCN1c1ncnc2sc3c(c12)CCCC3 (configuration not stated),-10.0

# Some values from above.
# For SSB-PriA inh, CCOc1ccccc1-c1noc(-c2cn(-c3ccc(F)cc3)c(=O)c3ccccc23)n1 is entered as -6.0
# For SSB-PriA inh, Cc1cc(NN=Cc2c(O)ccc3ccccc23)nc(-c2ccccc2O)n1 is entered as 1.8

# Following part
SMILES,SSB-PriA inh
COC(=O)c1ccc(CSc2nncc(=O)n2N)o1,4.0
CC(=O)NCCc1nc2ccccc2n1CCOc1ccc(Cl)cc1,-9.0
Cc1cc(C(=O)NCc2cc(-c3ccncc3)n(C3CCCC3)n2)no1,12.0
O=C(NCc1ccncc1)c1csc2nc(-c3ccccc3)cn12,4.0
O=C(Nc1nc(CC(=O)N2CCc3ccccc32)cs1)c1cccs1,-4.0
CCSc1ccccc1C(=O)N1CCC(S(=O)(=O)c2nncn2C)CC1,-6.0
FC(F)Oc1ccc(NC(=S)N2CCOCC2)cc1,-8.0
COc1ccc(S(=O)(=O)CCCC(=O)Nc2sc(C)c(C)c2C#N)cc1,16.0
C/C(C=NNc1nc(C)cc(=O)[nH]1)=C\c1ccccc1,-7.1
CC(C)CS(=O)(=O)C1CCN(C(=O)NC2CCCC2)CC1,-2.0

# This is a subset; rates above refer to the full screens.
